Assay outcomes as filed in PubChem BioAssay.
KOR beta-arrestin-1: KOR agonists, beta-arrestin recruitment, primary screen, cell-based, luminescence, uHTS (AID 1777) | activation, % at 10 µM; hits with a dose series show EC50 in µM | KOR beta-arrestin recruitment, luminescence; higher % means a stronger effect | hit rate 0.02% among 280,000; in the data active means activation above about 50%, passing the limit was not always enough; further: a part of the inactive calls stands beside numbers as strong as those of hits
KOR beta-arrestin-2: KOR antagonists, beta-arrestin recruitment, cell-based, luminescence, uHTS (AID 1778). KOR beta-arrestin recruitment, luminescence, antagonist mode; higher % means a stronger effect. one-dose inhibition, % at 10 µM; IC50 in µM for titrated hits. hit rate 0.091% among 290,000; further: strong numbers were not always called active
HIV peptide binding: cell-free HIV fusion peptide-binding blockers – biochemical, uHTS, fluorescence dequenching, primary screen (AID 1986); cell-free peptide binding, fluorescence dequenching, 30 min; higher % means a stronger effect; inhibition, % at 20 µM, or IC50 in µM where a hit was titrated; hit rate 0.3% among 290,000; in the data active means inhibition mostly above about 52%, no sharp cut-off; inactive means mostly below about 76%; further: some results filed as inactive read as strong as hits
PhoP inhibition: PhoP-dependent GFP reporter repression – Salmonella Typhimurium, primary screen (AID 1863) | S. Typhimurium PhoP-regulated promoter GFP reporter, 4 h; higher % means a stronger effect | inhibition, % at 50 µM; hits with a dose series show IC50 in µM | hit rate 0.16% among 300,000;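 active means inhibition over 29.93%, a cutoff 3 SD above the screen mean, later confirmed by dose response; inconclusive means inhibition over 29.93% but no dose response follow-up; inactive means inhibition at most 29.93% or unconfirmed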;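 further: 0% = low Mg2+ inducing control and 100% = high Mg2+ repressing control; strong numbers were not always called active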
SIAH1 antagonists: blockers of Siah-1 interaction with plectin peptide – biochemical, fluorescence polarization, rhodamine-plectin, uHTS, primary screen (AID 1817); displacement, % at 20 µM, or IC50 in µM where a hit was titrated; hit rate 0.02% among 290,000; Siah-1 / rhodamine-plectin peptide fluorescence polarization; higher % means a stronger effect;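 active means displacement of at least 50% at 20 µM, with a fluorescence ratio check between 0.3 and a set limit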;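 further: plate controls were Siah plus tracer with DMSO for no effect and tracer alone without Siah for full effect; strong numbers were not always called active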
HEK293 NOD2/NF-kB: inhibition of NOD2-driven NF-kB reporter – cell-based, luminescence, uHTS, HEK293 (AID 1566); inhibition, % at 4 µM, or EC50 in µM where a hit was titrated; HEK293 NOD2/NF-kB luciferase reporter, luminescence; higher % means a stronger effect; hit rate 0.63% among 290,000; further: many of its hits are not listed in these tables
LYP inhibition: inhibitors of LYP phosphatase, biochemical, fluorescence intensity, uHTS (AID 1779); hit rate 0.054% among 290,000; recombinant LYP phosphatase, fluorescence intensity; higher % means a stronger effect; one-dose inhibition, % at 11.5 µM; IC50 in µM for titrated hits;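 further: plate controls were vehicle with enzyme for no effect and no enzyme for full effect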
NOD1 inhibition: inhibition of NOD1-driven NF-kB reporter – cell-based, luminescence, uHTS, primary screen (AID 1578). NOD1-driven NF-kB luciferase reporter cells, luminescence; higher % means a stronger effect. inhibition, % at 4 µM, or EC50 in µM where a hit was titrated. hit rate 1% among 290,000; in the data active means inhibition mostly above about 36%, no sharp cut-off; inactive means mostly below about 34%;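 further: HEK-293T reporter cells stimulated with the NOD1 agonist gamma-tri-DAP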
Myeloid diff MLP: promotes myeloid progenitor differentiation | ER-HoxA9 myeloid progenitors, lysozyme-GFP differentiation, flow cytometry | calls only at 10 µM | hit rate 1% among 360,000;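 active means normalized GFP-positive differentiation at or above the plate's own cutoff, the solvent-only control mean plus 3 SD; inconclusive means no clear call, values can overlap the other calls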;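 further: cells exposed to compound for four days before flow analysis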
Myeloid diff MLP GFP+ MAC1+ %: recorded beside Myeloid diff MLP, whose call it bears; GFP+ MAC1+ double positive, %; measured here: differentiation confirmed by MAC1 staining
The depositor's hits bear a star; i = inactive; ? = inconclusive; / = not tested or not shown; [ ] = remark or other dose. Unless noted, no stated cut-off is given here; in the data, active means inhibition above about 50%; inactive means the rest. An excerpt; the hit share may differ from the screen's.

SMILES	KOR beta-arrestin-1	KOR beta-arrestin-2	HIV peptide binding	PhoP inhibition	SIAH1 antagonists	HEK293 NOD2/NF-kB	LYP inhibition	NOD1 inhibition	Myeloid diff MLP	Myeloid diff MLP GFP+ MAC1+ %
COc1ccc(OC)c(/C=C/C(=O)OCC(=O)Nc2ccc(Cl)c(S(=O)(=O)N(C)C)c2)c1	-6.6%	2%	-0.2%	-8%	2%	13%	0%	-15%	i	0.3
CCCCN(CC)CCCNC(=O)c1cn(C)c2ccc(S(=O)(=O)N(C)C3CCCCC3)cc2c1=O	2.9%	8%	1.1%	-9%	6%	28%	-7%	-17%	i	4.5
COc1ccccc1/C=C/C(=O)OCC(=O)Nc1c(F)cccc1F	-1.8%	-11%	-1.1%	0%	-4%	11%	0%	-40%	i	0.5
O=C(NCCc1cccc(C(F)(F)F)c1)C1CCC(=O)N(Cc2ccc(Cl)cc2)C1 (stereo not given)	-2.3%	6%	-0.7%	-1%	-7%	8%	-7%	-25%	i	2.0
CC(C)c1ccc(NC2CCCN(C(=O)c3cccc(N4CCNC4=O)c3)C2)cc1 (stereo not given)	13%	-40%	-0.6%	0%	-7%	23%	-11%	30%	?	/
CC(C)CNC(=O)CCc1nc(-c2ccccc2)no1	-1.3%	-1%	0.1%	-10%	12%	18%	-3%	-6%	i	0.4
Cc1ccc(CC(=O)OCC(=O)NC2CCCC(C)C2C)cc1C (stereo not given)	-1.2%	5%	1.8%	-5%	6%	-3%	-1%	10%	i	0.7
O=C(Nc1nc2ccccc2[nH]1)C1CCCO1 (stereo not given)	7.0%	-14%	-0.1%	-6%	-3%	-24%	-4%	-54%	i	0.9
O=C(OCc1nc2ccccc2[nH]1)C1CCCCC1	18%	-12%	1.7%	-2%	2%	-4%	-3%	-51%	i	0.6
COc1ccc(CNC(=O)C2CC(c3cccc([N+](=O)[O-])c3)=NO2)cc1 (stereo not given)	0.1%	-10%	-3.5%	1%	16%	-68%	-4%	-14%	i	2.6
Clc1ccccc1Cn1nnc(-c2cccs2)n1	-2.1%	43%	1.1%	3%	-1%	-64%	-8%	-47%	i	0.6
CC(=O)Nc1ccc(S(=O)(=O)N2CCC(NC(=O)c3ccccc3)CC2)cc1	3.6%	-17%	-0.1%	4%	-6%	7%	-8%	-2%	i	0.5
Cc1ccc(C(=O)NNC(=O)Cc2nc3nc(C)cc(C)n3n2)cc1	2.4%	-30%	-0.1%	4%	1%	3%	-10%	-16%	i	0.0
O=C(CN1CCCCC1)Nc1nnc(-c2ccccc2)s1	11%	27%	-2.1%	-4%	3%	-1%	-8%	3%	i	0.7
C[C@@H](C(=O)NCc1ccco1)N1C(=O)N2CCc3c([nH]c4ccccc34)[C@@]2(C)C1=O	-3.4%	-48%[20 µM]	0.4%	/	4%	-5%	-11%	-18%	i	1.5
COc1cc(C(=O)OCC(=O)NCc2ccco2)cc(OC)c1OC	-1.1%	-4%	-1.1%	4%	0%	3%	-8%	-2%	i	1.1
COc1cc(NC2=CC(=O)CC(C)(C)C2)cc(OC)c1OC	-3.0%	7%	-2.0%	-11%	4%	16%	-1%	-5%	i	1.0
CCO[C@@H]1OC(C(=O)N2CCN(Cc3ccc4c(c3)OCO4)CC2)=C[C@H](c2cn(C(C)=O)c3ccccc23)[C@H]1CCCO	-2.1%	2%	-0.7%	-9%	7%	2%	-4%	-12%	i	1.9
O=[N+]([O-])c1ccc(-c2nc(NCc3cccnc3)c3ccccc3n2)cc1	1.1%	-31%	-0.8%	4%	-7%	2%	-6%	-1%	i	0.5
NS(=O)(=O)c1ccc(N2N=C(c3ccccc3)CC2c2ccccc2)cc1 (stereo not given)	2.0%	1%	-0.8%	7%	-2%	-9%	-32%	0%	i	0.8
CNC(=O)C12CC3CC(CC(Cl)(C3)C1)C2	3.9%	-29%	-0.5%	4%	0%	3%	-9%	-8%	i	0.3
O=C/C(=C\Nc1ccc(Cl)cn1)c1nc2ccccc2o1	-2.0%	9%	11%	-10%	-4%	5%	-1%	-6%	i	0.3
Cc1sc2ncnc(NCc3cccnc3)c2c1C	-3.6%	12%	-0.7%	1%	-3%	-1%	-3%	14%	i	0.7
COc1ccc(OCCNc2c([N+](=O)[O-])c(=O)oc3ccccc23)cc1	-5.2%	-32%	-1.1%	-8%	11%	5%	6%	-29%	i	0.3
O=C(CCN1CCN(c2ccccc2)CC1)Nc1nccs1	/	12%	-3.0%	21%	-6%	4%	-13%	0%	i	0.7
Next part.
SMILES	KOR beta-arrestin-1	KOR beta-arrestin-2	HIV peptide binding	PhoP inhibition	SIAH1 antagonists	HEK293 NOD2/NF-kB	LYP inhibition	NOD1 inhibition	Myeloid diff MLP	Myeloid diff MLP GFP+ MAC1+ %
COc1cccc(OC)c1C(=O)NC(C)CCc1ccccc1 (stereo not given)	-3.6%	4%[20 µM]	0.0%	-7%	4%	3%	-12%	-4%	i	0.2
O=C(CSc1ncccc1C(=O)O)Nc1ccc2c(c1)OCCO2	1.4%	-15%	-0.1%	4%	-2%	10%	-2%	-63%	i	0.4
COc1ccc(Cc2n[nH]c(=S)n2C)cc1Br	/	6%[20 µM]	-1.4%	-7%	-6%	4%	-4%	-17%	i	0.2
COC(=O)c1ccc(Oc2nc(NC(C)C)nc(NC(C)C)n2)cc1	-1.5%	-4%	1.3%	-10%	8%	7%	-9%	-1%	i	0.6
Cc1cc(N2CCN(c3nc(-c4ccc([N+](=O)[O-])cc4)cs3)CC2)c2ccccc2n1	-2.4%	-8%	2.8%	-1%	1%	16%	-7%	4%	i	0.4
O=C(Cc1ccccc1)N/N=C/c1cccs1	5.4%	-19%	-1.0%	-2%	2%	8%	1%	/	i	0.6
Cc1cc(C)c(S(=O)(=O)N2CCCOC2CNC(=O)C(=O)NCc2cccnc2)c(C)c1 (stereo not given)	-0.7%	14%	0.8%	-11%	18%	5%	-3%	-31%	i	0.0
Cc1cc(C)c(Cn2c3ccccc3c3cnn(CC(=O)NCCN4CCOCC4)c(=O)c32)c(C)c1	-2.0%	-9%	0.8%	-4%	10%	23%	-4%	1%	i	3.3
CCOC(=O)C1=C(C)Nc2nnnn2C1c1cccnc1 (stereo not given)	-0.6%	7%	2.6%	1%	0%	20%	-4%	5%	i	0.7
O=C(CCC(=O)c1ccc(F)cc1)NCc1ccccc1C(F)(F)F	-4.2%	-22%	-1.4%	4%	-6%	9%	-8%	19%	i	1.1
Cc1ccc(OCCC(=O)Nc2ccc(F)c(F)c2)cc1	0.0%	15%	2.7%	2%	6%	10%	-7%	-1%	i	0.3
CCOC(=O)Cc1cnc(NC(=O)NC(C(=O)OCC)(c2ccccc2)C(F)(F)F)s1 (stereo not given)	-1.9%	12%	-2.2%	2%	4%	6%	0%	-24%	i	1.7
CCOC(=O)CNC(=S)N(Cc1ccc(C)cc1)Cc1ccc(C)o1	0.2%	-17%	2.4%	2%	6%	-1%	6%	6%	i	1.1
Cc1cccc(C)c1NC(=O)N1CCC(n2c(=O)[nH]c3ccccc32)CC1	/	/	1.2%	6%	2%	0%	-9%	-4%	i	2.6
Cc1ccc(NC(=O)C(=O)NCc2ccc(/C=N/NC(=O)c3c(C)nc4cc(C)ccn34)o2)cc1	0.5%	26%	-1.4%	-14%	-4%	9%	2%	-16%	/	/
CCC1C(=O)N(c2nc(C)cc(C)n2)N=C1C (stereo not given)	0.0%	-36%	0.0%	-4%	1%	10%	-5%	2%	i	8.9
CCOC(=O)N1CCN(S(=O)(=O)N2CCCC(C(=O)NCCc3ccc(Cl)cc3)C2)CC1 (stereo not given)	-2.1%	-33%	-0.4%	-8%	10%	19%	-11%	-8%	i	0.4
O=C(CN(C(=O)CNS(=O)(=O)c1ccc(F)cc1)c1ccc(F)cc1)NCc1ccco1	-3.9%	3%	-0.4%	4%	-6%	10%	-4%	-26%	i	0.8
Clc1ccccc1OCc1nc(-c2ccccn2)no1	-1.6%	25%	-0.8%	9%	-1%	-173%	-1%	-46%	i	0.7
CCN(CC)CCN1C(=O)C2C(C(=O)Nc3cccc(C)c3)C3C=CC2(O3)C1C(=O)NC1CCCC(C)C1C (stereo not given)	-1.9%	10%	-0.9%	-2%	7%	10%	-5%	-24%	i	0.6
COCCn1c(C)cc(C(=O)CSc2nc3ccccc3c(=O)[nH]2)c1C	2.5%	-1%	1.7%	9%	-1%	-85%	6%	-18%	i	1.0
CCn1cc(S(=O)(=O)Nc2cc(C)ccc2F)cn1	-0.7%	14%	-0.1%	2%	-2%	11%	-11%	9%	i	0.7
CCOC(=O)c1cc(C)sc1NC(=S)Nc1ccccc1	1.6%	17%	-1.3%	8%	-1%	16%	2%	-14%	i	0.2
COc1ccc(-n2nnnc2SCC(=O)NCc2cccs2)cc1	/	-5%[20 µM]	-0.3%	8%	0%	-4%	3%	-24%	i	0.7
CC1CCN(C2=NC(=O)/C(=C/c3cn(-c4ccccc4)nc3-c3cccc(S(=O)(=O)N(C)C)c3)S2)CC1	1.4%	-23%	-0.6%	-4%	2%	-13%	7%	-46%	i	1.6

Among those listed so far, seven contain fluorine.
SMILES	KOR beta-arrestin-1	KOR beta-arrestin-2	HIV peptide binding	PhoP inhibition	SIAH1 antagonists	HEK293 NOD2/NF-kB	LYP inhibition	NOD1 inhibition	Myeloid diff MLP	Myeloid diff MLP GFP+ MAC1+ %
COc1ccccc1/C=C/C(=O)OCC(=O)Nc1c(F)cccc1F	-1.8%	-11%	-1.1%	0%	-4%	11%	0%	-40%	i	0.5
O=C(NCCc1cccc(C(F)(F)F)c1)C1CCC(=O)N(Cc2ccc(Cl)cc2)C1 (stereo not given)	-2.3%	6%	-0.7%	-1%	-7%	8%	-7%	-25%	i	2.0
O=C(CCC(=O)c1ccc(F)cc1)NCc1ccccc1C(F)(F)F	-4.2%	-22%	-1.4%	4%	-6%	9%	-8%	19%	i	1.1
Cc1ccc(OCCC(=O)Nc2ccc(F)c(F)c2)cc1	0.0%	15%	2.7%	2%	6%	10%	-7%	-1%	i	0.3
CCOC(=O)Cc1cnc(NC(=O)NC(C(=O)OCC)(c2ccccc2)C(F)(F)F)s1 (stereo not given)	-1.9%	12%	-2.2%	2%	4%	6%	0%	-24%	i	1.7
O=C(CN(C(=O)CNS(=O)(=O)c1ccc(F)cc1)c1ccc(F)cc1)NCc1ccco1	-3.9%	3%	-0.4%	4%	-6%	10%	-4%	-26%	i	0.8
CCn1cc(S(=O)(=O)Nc2cc(C)ccc2F)cn1	-0.7%	14%	-0.1%	2%	-2%	11%	-11%	9%	i	0.7
